High-throughput results from PubChem.
HTR5A ag ctr: activates human HTR5A in OPRM1-OPRD1 agonist counter-screen; P47898; HTR5A agonist assay, luminescence, cell-based; activation, % at 9.3 µM; 340,000 compounds, 0.61% hits; AID 504692; in the data active = activation mostly above about 9.5%, no sharp cut-off; inactive = mostly below about 7.6%;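 also: 0% = cells with vehicle only and 100% = reference agonist; strong numbers were not always called active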
Target sequence (P47898 whole entry, looked up): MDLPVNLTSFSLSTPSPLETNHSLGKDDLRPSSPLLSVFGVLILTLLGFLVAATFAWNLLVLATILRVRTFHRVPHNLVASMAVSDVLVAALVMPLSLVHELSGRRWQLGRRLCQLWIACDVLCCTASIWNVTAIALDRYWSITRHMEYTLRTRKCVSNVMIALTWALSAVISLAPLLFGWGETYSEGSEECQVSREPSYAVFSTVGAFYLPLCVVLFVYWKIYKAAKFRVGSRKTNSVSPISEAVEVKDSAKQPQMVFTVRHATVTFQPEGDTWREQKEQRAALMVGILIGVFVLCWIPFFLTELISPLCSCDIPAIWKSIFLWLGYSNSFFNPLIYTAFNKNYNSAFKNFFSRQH
SR-BI DiI inh: blocks mouse SR-BI lipid uptake from DiI-HDL. ldlA[mSR-BI] CHO cells, DiI-HDL uptake fluorescence, 3 h. inhibition, % at 12.5 µM. AID 488896. Q61009. 320,000 compounds, 0.96% hits;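 active = mean replicate inhibition of at least 70% and a set share of replicates each scoring 70 or more; inconclusive = meets just one of the two criteria; inactive = fails both criteria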;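 also: 0% = median of neutral control wells and 100% = median of positive control wells; values of inactives mirror those of a sister screen read the other way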
Wnt act: activators of Wnt/beta-catenin signaling; 300,000 compounds, 1.2% hits; AID 743398; activation, % at 9.35 µM; Wnt/beta-catenin reporter cell assay, activator, plate reader; in the data active = activation above about 30%, passing the limit was not always enough; inconclusive = no clear call, values can overlap the other calls;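 also: 0% = neutral control wells and 100% = positive control wells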
dFosB act: enhances mouse delta FosB homodimer DNA binding; 340,000 compounds, 0.99% hits; activation, % at 25 µM; P13346; purified delta FosB, TAMRA-CDK5 oligo fluorescence polarization; percent of positive-control signal above neutral wells; AID 493131;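 active = mean activation above about 17%, with every replicate also reaching it, limit read from the data, passing the limit was not always enough; inconclusive = only one of the two conditions met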;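 also: fluorescence polarization rise as delta FosB binds a TAMRA Cdk5 AP-1 oligo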
cardiac RTF act: cardiac RTF calcium sensitization | AID 493008 | activation, % at 7.2 µM | 340,000 compounds, 0.24% hits | IANBD-labeled TnC RTF fluorescence at EC20 calcium; 0% EC20 calcium, 100% full calcium;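 active = activation above the mean over all tested compounds plus 3 SD, cut at about 30% in these data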;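 also: rise in fluorescence read as greater calcium sensitivity of cardiac thin filaments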
CDK5 p35 inh: inhibitors of human CDK5/p35 kinase | Q00535+Q15078 | Recombinant CDK5/p35, ADP-Glo luminescence, 60 min | inhibition, % at 10 µM | 330,000 compounds, 0.01% hits | AID 488839;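 active = highest replicate inhibition of at least 50% and at least 75% of replicates reaching 50%; inconclusive = only one of the two criteria met; inactive = both criteria failed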;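 also: plate controls were DMSO neutral control for no effect and GW8510 at 10 µM for full effect; many of its hits are not listed in these tables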
Target sequence (Q00535 whole entry, looked up): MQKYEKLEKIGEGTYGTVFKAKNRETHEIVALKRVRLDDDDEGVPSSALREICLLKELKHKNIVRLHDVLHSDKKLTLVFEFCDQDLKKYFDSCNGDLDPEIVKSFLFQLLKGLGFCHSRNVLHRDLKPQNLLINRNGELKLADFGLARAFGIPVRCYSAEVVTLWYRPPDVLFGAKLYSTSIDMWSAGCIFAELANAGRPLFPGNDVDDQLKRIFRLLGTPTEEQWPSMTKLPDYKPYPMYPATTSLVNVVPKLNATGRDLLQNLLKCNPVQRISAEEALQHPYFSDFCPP
Target sequence (Q15078 whole entry, looked up): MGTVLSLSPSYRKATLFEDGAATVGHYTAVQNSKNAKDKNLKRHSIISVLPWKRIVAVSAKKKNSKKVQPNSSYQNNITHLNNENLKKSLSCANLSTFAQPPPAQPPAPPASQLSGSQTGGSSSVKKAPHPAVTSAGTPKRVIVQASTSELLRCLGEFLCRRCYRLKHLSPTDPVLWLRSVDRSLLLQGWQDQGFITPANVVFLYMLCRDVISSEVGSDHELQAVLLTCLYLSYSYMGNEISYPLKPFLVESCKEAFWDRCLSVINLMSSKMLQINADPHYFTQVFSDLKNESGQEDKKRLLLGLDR
SR-BI DiI-HDL act: SR-BI HDL lipid transfer activation | AID 504775 | 320,000 compounds, 0.096% hits | activation, % at 12.5 µM | CHO ldlA[mSR-BI] cells, DiI-HDL uptake fluorescence, 3 h; 100 = double the neutral-control signal;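 active = mean replicate activation of at least 60% and every replicate at or above 60%; inconclusive = mean or all-replicate condition met, but not both; inactive = mean below 60% and not all replicates reaching 60%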;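 also: 0% = median plate neutral-control signal and 100% = twice that signal; values of inactives mirror those of a sister screen read the other way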
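System: LDL receptor-deficient CHO ldlA cells overexpressing murine SR-BI | Timing: 3 h uptake period with compound, 37 °C | Medium: HEPES-buffered (25 mM, pH 7.4) F12 plus 0.5% BSA | Dosing: Single-point compound dose | Signal: Bottom-read fluorescence, 550/595 nm | Read-out: Retained DiI signal reflecting DiI-HDL uptake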
Rtt109 Vps75: C. albicans Rtt109 histone acetyltransferase inhibition. Q5AAJ8. purified Rtt109/Vps75, ThioGlo CoA-SH fluorescence, 4 h. inhibition, % at 34.9 µM. 330,000 compounds, 0.16% hits. AID 540336;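 active = inhibition of at least 50% in every replicate; inconclusive = best replicate reaches 50% inhibition but some replicates fall short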
PvdQ acylase: P. aeruginosa PvdQ acylase inhibition; purified PvdQ acylase, fluorescence plate reader; 340,000 compounds, 0.063% hits; inhibition, % at 10 µM; in the data active = inhibition above about 30%, passing the limit was not always enough; inconclusive = no clear call, values can overlap the other calls;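 also: 0% = vehicle neutral wells and 100% = reference inhibitor wells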
MITF act: MITF TRPM1 promoter activation in melanoma cells; SK-MEL-5 TRPM1-promoter luciferase, 24 h; % of positive control, neutral wells = 0; activation, % at 12.5 µM; AID 588334; 300,000 compounds, 0.75% hits;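 active = mean activation of at least 80% with every replicate also reaching 80%; inconclusive = mean reaches 80% but some replicate falls short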;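 also: 0% = neutral control wells and 100% = parthenolide positive control wells; values of inactives mirror those of a sister screen read the other way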
Active calls of the source: *; ? = inconclusive; · = not tested or not shown.

A first look, 3 compounds:
SMILES	HTR5A ag ctr	SR-BI DiI inh	Wnt act	dFosB act	cardiac RTF act	CDK5 p35 inh	SR-BI DiI-HDL act	Rtt109 Vps75	PvdQ acylase	MITF act
CN1CCC(=NNC(=O)COc2ccc(Cl)cc2)CC1	2	1	-1	-2	-3	1.9	-1	11	-5	0
Cc1noc(C)c1COc1cccc(C(=O)NCc2ccccc2Cl)c1	2	22	·	-3	-4	0.6	-22	7	3	1
CCOc1ccc(NC(=O)COC(=O)CN2CCCCCC2=O)cc1	2	-34	-1	4	3	-0.4	34	0	-17	1

This part in full (from the top)
SMILES	HTR5A ag ctr	SR-BI DiI inh	Wnt act	dFosB act	cardiac RTF act	CDK5 p35 inh	SR-BI DiI-HDL act	Rtt109 Vps75	PvdQ acylase	MITF act
CN1CCC(=NNC(=O)COc2ccc(Cl)cc2)CC1	2	1	-1	-2	-3	1.9	-1	11	-5	0
Cc1noc(C)c1COc1cccc(C(=O)NCc2ccccc2Cl)c1	2	22	·	-3	-4	0.6	-22	7	3	1
CCOc1ccc(NC(=O)COC(=O)CN2CCCCCC2=O)cc1	2	-34	-1	4	3	-0.4	34	0	-17	1
O=S(=O)(NCc1ccccc1)c1ccc(F)cc1Br	4	2	-4	-11	0	1.2	-9	1	-9	-4
O=C(O)c1ccccc1N=Nc1c(O)[nH]c2ccc([N+](=O)[O-])cc12	2	-2	·	-8	-10	-1.5	2	2	5	-7
CCN(CC)S(=O)(=O)c1ccc(C(=O)NCCN(C)C)cc1	0	-32	-1	-1	5	2.8	32	-4	-15	6
Cc1occc1-c1nnc(SCC(=O)NCc2cccs2)n1-c1ccc(F)cc1	-1	-6	·	-12	2	-4.2	6	3	-16	-1
COc1ccc(CC(=O)OC(C)C(=O)NCc2ccc3c(c2)OCO3)cc1OC (stereo not given)	5	-38	-1	0	3	1.9	38	4	-2	-4
CCCCCCOc1ccc(OCC(O)CN2C(=O)NC(C)(C)C2=O)cc1 (stereo not given)	2	-3	7	1	4	1.5	3	24	4	51
CS(=O)(=O)N(CC(=O)Nc1ccccc1C(=O)N1CCCC1)c1ccccc1Br	2	-51	-3	-6	-3	-2.7	·	-5	-4	5
COc1ccccc1CCc1nnc(N)s1	7	1	-1	-5	-1	-2.8	-1	-9	-8	-5
Cc1ccc(C(C)C)c2c1C(c1ccc3c(c1)OCO3)CC(=O)O2 (stereo not given)	1	15	-1	-12	-2	-1.9	-15	0	-2	-4
CCOc1ccccc1CN1C(=O)c2ccccc2C1C(=O)NCC1CCCO1 (stereo not given)	2	2	0	0	-2	0.1	-2	6	-9	·
COc1ccc(C(C)=O)cc1COc1ccc(F)cc1	-1	17	-1	-5	-1	-0.3	-17	-19	5	12
Cc1ccc(N2CC(C(=O)NC3=NCCS3)CC2=O)cc1C (stereo not given)	2	6	-1	3	0	0.1	-6	-3	-7	·
CC1CCCN(CCCNC(=O)c2nn(C)c3c2CSc2ccccc2-3)C1 (stereo not given)	2	8	2	-1	-7	-0.1	-8	5	-11	14
O=C(CSc1nnc2ccc(-c3cccnc3)nn12)Nc1ccc(F)cc1F	2	·	-3	-10	-2	2.6	·	-3	3	-9
Cc1ccc(S(=O)(=O)NCC(=O)N(CC(=O)NCc2ccco2)Cc2ccccc2)cc1	-3	-2	-1	-2	0	1.5	2	-5	-18	-3
ClCc1c2ccccc2cc2ccccc12	0	-6	-1	-8	5	-0.3	6	-6	-7	15
CCN(CC)c1nc(N)nc(N(c2ccccc2)c2ccccc2)n1	-3	-9	0	1	-3	-0.6	9	4	-9	·
Cc1ccc(OCCNC(=O)CNC(=O)c2ccc3c(c2)OCO3)cc1	2	-5	-1	0	2	1.9	5	2	-13	0
Cc1ccc(-c2nc(CS(=O)CC(=O)N3CCN(c4ccccc4)CC3)c(C)o2)cc1 (stereo not given)	6	27	-1	-14	4	1.1	-27	-2	-12	-16
Clc1ccc(SCCCCN2CCOCC2)cc1	-2	-49	-3	0	-3	-8.2	49	6	-13	0
N#Cc1ccc(OCC(=O)OCC(=O)NC2CC2)cc1	1	-13	-3	4	-3	0.4	13	-11	-7	2
CSCC[C@H](NC(=O)C1CCN(S(=O)(=O)c2ccc(C)cc2)CC1)C(=O)NC1CCS(=O)(=O)C1 (stereo not given in full)	4	-15	0	-4	-3	-0.5	15	0	1	9
O=C(c1cc(-c2ccc(Br)cc2)nc2ccccc12)N1CCC1	4	6	6	-33	-6	-0.5	-6	-3	11	1
Cc1ccc(CNC(=O)C(CC(C)C)OC(=O)c2ccco2)cc1 (stereo not given)	1	·	-3	-7	-2	-2.4	·	6	5	-10
Nc1nc(-c2ccc(Oc3ccccc3)cc2)cs1	-2	19	9	-4	-4	1.3	-19	5	-18	·
CC(C(=O)N1CCN(Cc2ccc3c(c2)OCO3)CC1)n1cc([N+](=O)[O-])cn1 (stereo not given)	4	·	-2	0	-6	-1.4	·	-11	-11	·
CSc1ccc(Cl)c(C(=O)Nc2nccs2)c1	-4	4	2	-3	-10	-0.3	-4	2	-3	·
O=C(Nc1ccc2c(c1)OCCO2)c1ccc(S(=O)(=O)N2CCCCC2)cc1	12	42	1	-2	-1	0.3	-42	-9	3	21
CCOC(=O)Cn1nc(/C=C/c2ccc(OC)cc2)ccc1=O	-7	21	·	-6	7	1.9	-21	-2	-10	13
Fc1ccc(OCc2nnc(-c3ccccc3Br)o2)c(Cl)c1	-3	17	4	-15	2	2.7	-17	-6	-20	?
CCOC(=O)c1nc(S(C)(=O)=O)ncc1Cl	3	11	-3	1	1	-2.3	-11	-7	-8	-24
O=C(CSc1nc2ccccc2o1)N1c2ccccc2Sc2ccccc21	1	21	12	-12	8	0.7	-21	8	-13	-1
Cc1ccc(C)c(OCC(=O)NC2CCCCCC2)c1	-1	3	5	1	-5	1.9	-3	-2	-5	15
Cc1c(C(=O)O)cccc1N1C(=O)Nc2ccccc2N1O	1	-8	·	4	5	-1.4	8	1	-3	9
C=CSc1sc(Cl)c(N(CC)CC)c1[N+](=O)[O-]	·	7	2	-7	·	0.6	-7	0	-1	-11
O=C(O)c1cc(NCc2ccccc2C(F)(F)F)ccc1N1CCOCC1	4	-8	·	-1	1	-13	8	-4	-3	-1
O=C(NCCc1ccccc1)/C(=C/c1ccco1)c1ccccc1	2	17	0	-9	4	-0.9	-17	1	0	-16
COc1cc(C(=O)NCCc2c[nH]c3ccccc23)ccc1OCc1c(C)noc1C	3	83*	-3	-14	8	0.7	-66	6	-12	-5
COC(=O)CCc1c(C)nn(-c2ccccc2)c1C	-1	6	·	-5	6	0.8	-6	-1	-13	21
CCOC(=O)N1CCN(C(=O)CNC(=O)c2ccc(Cl)cc2Cl)CC1	4	-11	0	1	2	1.0	11	-14	-17	5
O=C(CCNC(=O)c1ccc([N+](=O)[O-])cc1)NC1CCCCCC1	1	-15	4	-4	2	-1.4	15	11	-11	1
Cc1cccc(OCCCC(=O)Nc2nccs2)c1C	4	·	15	1	-4	-0.3	·	-3	-6	7
Nc1ccc2c3c(cccc13)C(=O)N(c1ccccc1)C2=O	10	-6	0	10	972*	-1.0	6	5	-4	6
Cn1ccnc1SCC(=O)Nc1ccc2ccccc2c1	1	18	·	-5	-2	-0.3	-18	·	6	47
Cc1ccccc1-c1nnc(NC(=O)CSc2nc3ccccc3s2)s1	1	-23	0	7	1	0.6	23	5	1	·
CCNC(=O)n1nccc1C(C)Oc1ccccc1 (stereo not given)	2	-14	-3	7	0	2.2	14	7	-8	11
Cn1c(=O)c2c(nc(C3CC4C5CCC(C5)C4C3)n2C)n(C)c1=O (stereo not given)	-3	6	1	-5	-4	0.3	-6	6	-10	3
CCc1ccc(NC(=S)N(Cc2cccc(Br)c2)CC2CCC(C(=O)O)CC2)cc1 (stereo not given)	-1	-19	0	-14	3	-0.7	19	11	-5	14
Cc1cc(C(=O)CSc2n[nH]c(-c3ccccc3F)n2)c(C)n1Cc1cccs1	4	1	·	-3	-1	0.2	-1	-7	7	11
CCCCn1c(SCC(=O)N2CCc3ccccc32)nnc1-c1ccncc1	6	13	0	-9	-3	0.7	-13	2	-8	-14
COc1ccc([C@H]2CC(=O)C=C(c3ccnc4ccc(Cl)cc34)C2)cc1	3	-31	-6	4	4	0.7	31	-2	6	-5
CCCCc1n[nH]c(=S)n1Cc1ccccc1	-2	-12	-1	1	2	-5.6	12	-7	0	-1
COc1ccc(C(C)=O)cc1COC(=O)c1cccnc1Cl	1	·	1	-10	-6	-0.7	·	-9	3	0
CCOc1ccccc1NC(=O)C1CCN(S(=O)(=O)c2ccc(OC)c(OC)c2)CC1	1	25	0	-3	3	-15	-25	-6	-17	-5
COc1ccc(Cl)cc1C(=O)NNC(=O)CSc1nnnn1C	-3	6	-1	-4	-4	0.1	-6	-3	-7	-12
CC(C)[C@@H](C(=O)NCC1CCCO1)N1C(=O)N2CCc3c([nH]c4ccccc34)[C@@]2(C)C1=O (stereo not given in full)	9	-2	1	-7	1	-1.0	2	9	-1	2
COc1ccc(CN2CCC(Cc3ccccc3)CC2)cc1OC	-3	-13	0	-2	-2	0.6	13	0	-15	-9

Other entries.
SMILES	HTR5A ag ctr	SR-BI DiI inh	Wnt act	dFosB act	cardiac RTF act	CDK5 p35 inh	SR-BI DiI-HDL act	Rtt109 Vps75	PvdQ acylase	MITF act
O=C(N/C(=C\c1ccccc1)C(=O)N1CCOCC1)c1ccccc1Cl	-4	-11	0	-17	-1	-0.4	11	-4	-10	-5
Nc1nc(SCC(=O)N2CCc3ccccc32)[nH]c(=O)c1-c1ccccc1	-2	4	-3	-1	2	1.8	-4	-3	-8	1
Cc1cccc(NC(=O)c2sc3ncn(CC(=O)N4CCN(c5ccccn5)CC4)c(=O)c3c2C)c1	1	63	0	-16	-3	1.8	-63	13	-14	13
O=C(CN1CCCc2ccccc21)NC(=O)NC1CCCCC1	4	-5	12	-4	2	0.4	5	3	-2	-12
COc1ccc(N2CCN(CC(=O)N3c4ccccc4CC3C)CC2)cc1 (stereo not given)	4	16	0	-8	-1	-0.5	-16	-4	-19	-7
Cc1cccc(NC(=O)CSc2nc3ccccc3nc2N2CCCC2)c1	-3	-5	2	3	0	2.3	5	2	7	-10
O=[N+]([O-])c1cc([N+](=O)[O-])c2nonc2c1Nc1ccc(O)cc1	-1	-26	-1	4	8	2.4	26	5	-4	·
CC(C)[C@H](N)c1nnc(SC/C=C/c2ccccc2)o1	-4	-15	-1	2	-5	2.3	15	5	7	-6
C=CC1C(N2CCOCC2)C(C)(C)S1(=O)=O (stereo not given)	-4	-18	·	-3	-1	-0.3	18	-1	6	5
COc1cc2c(cc1OC)C(C(=O)N1CCN(c3ccccn3)CC1)C(c1cccs1)N(C)C2=O (stereo not given)	-3	-4	·	-5	-4	-0.7	4	8	6	·
